RGS4-Gao reg – modulates binding of RGS4 to human Galphao; AID 1415; binding response (% of control), % at 10 µM; P09471; Multiplexed bead flow cytometry; actives lie on both sides; 0.33% of 220,000 active; in the data active = binding response below about 49% or above about 150%; inactive = in between;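 also: fluorescent Galphao activated with aluminum fluoride binding bead-coupled RGS4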
Mcl-1 Bim block – human Bim-Mcl-1 interaction inhibition; Q07820; Bead-based flow cytometry, Bim peptide-Mcl-1 binding; inhibition, % at 10 µM; 0.1% of 190,000 active; AID 1009;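 also: 0% = no compound tracer wells and 100% = peptide blocker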
ABCG2 block – blocks JC-1 efflux by human ABCG2 transporter | Q9UNQ0 | IgMXP3 cells, flow cytometry | inhibition, % at 6.6 µM | 0.1% of 190,000 active | AID 1325;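 active = inhibition above 80%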;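 also: 0% = DMSO and 100% = nicardipine control wells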
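Test system: IgMXP3 (ABCG2) plus far-red-tagged CCRF-Adr (ABCB1) cells. Reagent: JC-1 dye as substrate. Timing: 10 min exposure at 25 °C with rotation, no wash. Measured by: flow cytometric JC-1 green MFI at 530 nm. Read-out: percent efflux inhibition, scaled nicardipine 100% to DMSO 0%. Control set: nicardipine and DMSO wells.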
Bcl-XL Bim block – inhibitors of Bim-Bcl-XL interaction, human; Bim peptide-Bcl-XL binding, bead flow cytometry, fluorescence; inhibition, % at 10 µM; 0.04% of 190,000 active
Target sequence (Q07817 whole entry, looked up): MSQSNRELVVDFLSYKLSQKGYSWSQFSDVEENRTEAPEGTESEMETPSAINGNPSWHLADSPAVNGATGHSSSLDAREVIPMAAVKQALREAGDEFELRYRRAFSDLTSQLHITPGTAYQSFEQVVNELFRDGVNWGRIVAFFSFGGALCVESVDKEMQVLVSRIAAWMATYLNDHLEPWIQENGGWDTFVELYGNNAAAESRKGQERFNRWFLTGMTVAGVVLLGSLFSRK
Bim-Bcl-2 – disrupts Bim peptide binding to human Bcl-2 | P10415 | Bead-based flow cytometry, Bim peptide-Bcl-2 binding | inhibition, % at 10 µM | 0.06% of 190,000 active; in the data active = inhibition above about 40%; inconclusive = no clear call, values can overlap the other calls;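 also: 0% = no compound wells with probe peptide and 100% = reference peptide inhibitor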
Target sequence (P10415 whole entry, looked up): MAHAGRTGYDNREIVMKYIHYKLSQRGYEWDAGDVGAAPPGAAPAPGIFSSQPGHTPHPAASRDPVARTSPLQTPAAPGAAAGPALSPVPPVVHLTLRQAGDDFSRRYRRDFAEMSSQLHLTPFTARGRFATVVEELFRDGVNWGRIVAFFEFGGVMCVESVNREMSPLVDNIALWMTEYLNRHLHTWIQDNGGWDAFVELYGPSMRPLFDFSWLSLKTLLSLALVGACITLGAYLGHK
Bim-Bcl-W – disrupts Bim peptide binding to human Bcl-W; Q92843; bead-based flow cytometry; inhibition, % at 10 µM; 0.02% of 190,000 active;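 also: 0% = bound tracer without compound and 100% = peptide blocker; higher means less fluorescent Bim peptide bound to Bcl-W beads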
Target sequence (Q92843 whole entry, looked up): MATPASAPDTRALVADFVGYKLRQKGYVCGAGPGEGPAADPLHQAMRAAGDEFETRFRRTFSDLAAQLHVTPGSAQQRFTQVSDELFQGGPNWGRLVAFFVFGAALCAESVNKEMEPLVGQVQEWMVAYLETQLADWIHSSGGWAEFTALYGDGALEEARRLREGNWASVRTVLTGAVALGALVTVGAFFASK
ABCB1 block – inhibitors of human ABCB1 transporter, ABCG2 counter-screen; P08183; CCRF-Adr cells, JC-1 efflux, flow cytometry; inhibition, % at 6.6 µM; 0.067% of 190,000 active; AID 1326; in the data active = inhibition above about 40%;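 also: 0% = vehicle and 100% = reference inhibitor; higher value means more JC-1 retained so stronger ABCB1 efflux block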
Bfl-1 Bim block – inhibitors of Bim-Bfl-1 interaction, human; 0.12% of 190,000 active; AID 1008; Bead-based flow cytometry, Bim-Bfl-1 binding inhibition; Q16548; inhibition, % at 10 µM;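 also: 0% = wells without compound plus tracer and 100% = blocker peptide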
RGS7-Gao reg – regulators of human RGS7-Galphao interaction | binding response (% of control), % at 10 µM | Multiplexed bead flow cytometry, RGS7-Galphao binding; actives lie on both sides | 0.35% of 220,000 active | AID 1439; in the data active = binding response below about 49% or above about 150%; inconclusive = no clear call, values can overlap the other calls; inactive = in between;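 also: fluorescent Galphao held in activated GDP-AlF4 state binding bead-coupled RGS7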
RGS8-Gao reg – modulates binding of RGS8 to human Galphao; P09471; multiplexed bead flow cytometry; actives lie on both sides; response (percent of control binding), % at 10 µM; 0.34% of 220,000 active; AID 1423; in the data active = response below about 60% or above about 140%; inactive = in between;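 also: Galphao activated as the GDP aluminium fluoride complex binding bead-coupled RGS8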
Bim-Bcl-B – inhibitors of Bim-Bcl-B interaction, human; 0.073% of 190,000 active; AID 951; bead-based flow cytometry, Bim peptide-Bcl-B binding; Q9HD36; inhibition, % at 10 µM;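 also: 0% = tracer peptide without compound and 100% = reference inhibitor peptide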
Target sequence (Q9HD36 whole entry, looked up): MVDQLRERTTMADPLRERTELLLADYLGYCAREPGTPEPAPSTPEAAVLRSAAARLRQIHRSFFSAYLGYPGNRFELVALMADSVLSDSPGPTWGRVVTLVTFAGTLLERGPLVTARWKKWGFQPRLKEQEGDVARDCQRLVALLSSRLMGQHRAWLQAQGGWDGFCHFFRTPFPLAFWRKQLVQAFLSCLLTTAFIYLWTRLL
Numbers without * were called inactive; ? = inconclusive. Rule as the data show it, unless noted: active = inhibition above about 40%.

molecule	Bfl-1 Bim block	Bcl-XL Bim block	Mcl-1 Bim block	RGS4-Gao reg	ABCG2 block	Bim-Bcl-W	ABCB1 block	Bim-Bcl-2	RGS8-Gao reg	RGS7-Gao reg	Bim-Bcl-B
CN(C)C(CN=C1NS(=O)(=O)c2ccccc21)c1ccco1 (stereo unspecified)	-4	-3	0	97	2	1	0.6	4	97	89	6
COc1ccccc1N(CC(=O)Nc1ccc2c(c1)OCCO2)S(C)(=O)=O	-9	3	1	97	2	3	-0.2	-7	100	100	-5
COc1ccc(-c2nc(-c3ccccc3)no2)c(OC)c1	4	0	-9	89	10	3	1.6	0	96	94	-1
O=C(/C=C/c1ccc(OCCCF)cc1)NCc1cccc(Cl)c1	0	-1	0	94	12	-1	0.7	0	91	92	-1
CN(C)S(=O)(=O)c1ccc(NC(=O)Cn2ccsc2=N)cc1	3	-1	-4	102	4	-2	1.1	-3	102	?	0
CCn1c(C)nc2cc(S(=O)(=O)N3CCCC3)ccc21	-4	-4	-4	101	2	-4	0.5	-5	100	93	-4
CCC1CCC/C1=N\NC(=O)c1cc(C)[nH]n1 (stereo unspecified)	0	0	1	105	4	0	1.7	1	103	103	0
Cc1ccc(-c2c3c(=O)n(C)c(=O)n(C)c3cn2CCCN2CCOCC2)cc1	-13	-3	1	99	30	0	0.7	-7	103	101	-5
CSc1nc(-c2ccc(N(C)C)cc2)c(C#N)c(=O)n1C	-4	-4	0	99	5	1	1.4	-2	100	102	-6
COc1ccc(C(=O)N/N=C/c2ccc(OC(=O)c3cccs3)cc2)cc1	-1	-7	-2	100	-4	-3	-1.0	-7	99	98	-4
c1ccc(Cn2nnnc2CN2CCCC2)cc1	-15	-4	-3	97	-2	-1	-1.1	-6	99	98	-2
N/C(=N\OC(=O)c1cccc2ccccc12)c1ccc(Br)cc1	-3	-5	-3	98	3	-1	3.3	-9	98	102	-11
Cc1nc2cc3nc(C(F)(F)F)[nH]c3cc2[nH]1	0	2	-2	103	1	1	0.5	0	103	102	3
CCCC(=O)Nc1nnc(-c2ccccc2)o1	-4	-1	-2	65	2	-2	0.0	-4	74	55	-4
COc1cccc(C(=O)Nc2ccc(NC(=O)C(C)C)nc2)c1	-2	-1	-3	103	51	1	-1.9	-1	114	102	1
CCOc1ccc(N(CC(=O)Nc2c(C)n(C)n(-c3ccccc3)c2=O)S(=O)(=O)c2ccccc2)cc1	-11	-6	-2	101	0	-3	0.1	-3	105	103	-8
COCCC(=O)N(Cc1ccc2c(c1)OCO2)C(C(=O)NC1CCCCC1)c1ccncc1 (stereo unspecified)	-12	-1	0	104	0	2	0.0	-5	104	103	-4
c1cc(-c2nnc3n2CCCCC3)ccn1	-3	-2	-1	103	1	-6	0.3	-5	101	102	-9
CCOC(=O)c1cccc(NC(=O)c2cnccn2)c1	7	12	4	88	6	10	0.9	5	95	93	8
CC(=O)c1cccc(NC(=O)Nc2cccnc2)c1	0	-4	-1	99	3	0	3.5	0	110	93	-4
Cc1ccc(NC(=O)NC2CCN(CC(=O)Nc3nccs3)CC2)cc1	-11	4	4	104	2	0	0.0	-3	100	100	-7
CCC(=O)Nc1sc2c(c1C#N)CC(C)(CC)OC2 (stereo unspecified)	9	-6	-4	99	0	-7	-0.1	-4	112	105	-18
O=c1c(C(c2ccccc2)c2c(O)sc3ccccc3c2=O)c(O)sc2ccccc12	-15	-7	-5	102	7	0	-2.5	-6	102	101	-11
NC(=O)C1CCN(c2nc(-c3ccccc3)nc3ccccc23)CC1	4	8	1	104	16	1	6.7	6	102	99	1
OC(COc1ccccc1)CN1CCCC1 (stereo unspecified)	-5	-5	0	99	1	-3	0.5	-4	98	100	-2
CC1=NN(c2ccc(Cl)cc2)C(=O)/C1=C\c1cccn1-c1ccc(S(N)(=O)=O)cc1	-1	-5	-2	102	-3	-3	-0.7	-2	104	100	-3
COc1ccc(NS(=O)(=O)c2ccc(N3CCOCC3)c(NC(=O)C(C)C)c2)cc1	-7	-2	2	100	0	2	-0.2	-6	101	?	-3
O=C(Nc1cccn(Cc2ccccc2)c1=O)NC1CCCCC1	-14	-5	1	98	9	0	-1.8	-1	102	98	-7
C=CCNC(=O)CN(c1cc(Cl)ccc1OC)S(=O)(=O)c1ccc(C)c([N+](=O)[O-])c1	-7	-2	-2	98	3	0	0.8	0	99	100	-4
O=C(Cc1coc(-c2ccc(F)cc2)n1)NCc1ccccc1	-10	-1	0	94	4	3	0.4	-5	97	94	-8
CC(C)(C)Nc1scc(-c2ccccc2)[n+]1-c1ccccc1	-3	-3	0	107	3	-3	0.2	2	108	113	-2
COc1ccc(N2CCN(C(=O)CC(NC(N)=O)c3cccc(Oc4ccccc4)c3)CC2)cc1 (stereo unspecified)	-10	-1	1	102	5	3	0.6	-8	101	103	-4
CCOc1ccccc1NC(=O)CN1CCC(NC(=O)c2ccccc2)CC1	0	-4	-2	99	3	-6	1.4	-5	103	103	0
CN(C)c1ccc(C(=O)Nc2nc3c(s2)CCCC3)cc1	-6	0	0	103	2	3	0.4	-4	103	104	-5
COc1ccccc1NC(=O)c1ccccc1NC(=O)c1cc(Cl)ccc1NC(=O)c1ccco1	-2	-2	-2	105	-1	-2	-0.1	-1	105	104	-2
COc1cc(/C=C/C(=O)O)ccc1OCc1ccc([N+](=O)[O-])cc1	-4	-2	3	101	2	-1	0.1	-1	103	102	0
CC[n+]1c(C)sc2cc(C)ccc21	1	-2	-1	103	13	2	0.0	3	100	102	-6
COc1ccc(C(C(=O)NC2CCCCC2)N(C(=O)Cc2c[nH]c3ccccc23)c2ccc(NC(C)=O)cc2)cc1OC (stereo unspecified)	-5	12	0	101	1	25	0.4	-13	101	98	9
Cc1ccc(-n2c3nc(=O)[nH]c(=O)c-3cc3cc([N+](=O)[O-])ccc32)cc1C	-7	-2	-3	98	1	-3	0.0	-4	92	98	-13
Cc1ccc(NC(=O)C(C)N=C2NS(=O)(=O)c3ccccc32)cc1 (stereo unspecified)	-5	-1	-1	84	-1	-2	-0.4	-4	95	99	-3
CCc1cccc(C)c1NC(=O)CSc1nnc(-c2cc3cc(Br)ccc3o2)n1CC	-2	4	0	104	12	-1	2.3	-2	101	100	-5
S=C(c1cn(Cc2ccc(Br)cc2)c2ccccc12)N1CCOCC1	0	-3	-2	99	2	-1	-0.7	-1	102	96	-2
CCOC(=O)C1CCCN(c2c(Nc3ccc(C)c(C)c3)c(=O)c2=O)C1 (stereo unspecified)	0	-3	-4	97	6	-2	0.2	-3	94	96	0
CCN(CC)S(=O)(=O)c1ccc(O)c(C(=O)OCC(=O)Nc2cc(C)c(C)cc2[N+](=O)[O-])c1	-5	0	-1	100	10	-2	1.0	-4	98	102	-4
Nc1ccn(Cc2ccccc2)n1	2	-2	11	98	2	0	0.0	1	100	104	3
CCCC(O)(CCC)C(=O)NN(C(=O)CCl)c1ccccc1	-11	-6	-4	97	2	-7	0.2	-5	100	98	-4
COc1ccc(NCc2nnc(SCC(=O)Nc3cc(C(F)(F)F)ccc3Cl)o2)cc1	-16	-3	-1	99	28	0	0.1	-9	98	96	-8
COc1ccccc1NC(=O)c1ccc(NC(=O)CSc2nnnn2C)cc1	-12	-6	-3	95	4	-1	0.1	-6	97	97	-6
CCOC(=O)c1c(NC(=O)CSc2nnnn2-c2ccc3c(c2)OCO3)sc(C)c1C	-1	-2	-4	98	3	-3	0.5	-5	96	101	1
C/C(=N/NC(=O)c1ccc(NC(=O)c2ccc(F)cc2)cc1)c1ccccc1	0	1	-2	88	0	0	0.0	2	93	89	1

Full records as entered above.
C=CCNC(=O)CN(c1cc(Cl)ccc1OC)S(=O)(=O)c1ccc(C)c([N+](=O)[O-])c1 is listed as Bfl-1 Bim block = -7; Bcl-XL Bim block = -2; Mcl-1 Bim block = -2; RGS4-Gao reg = 98; ABCG2 block = 3; Bim-Bcl-W = 0; ABCB1 block = 0.8; Bim-Bcl-2 = 0; RGS8-Gao reg = 99; RGS7-Gao reg = 100; Bim-Bcl-B = -4
COc1ccc(NS(=O)(=O)c2ccc(N3CCOCC3)c(NC(=O)C(C)C)c2)cc1 is listed as Bfl-1 Bim block = -7; Bcl-XL Bim block = -2; Mcl-1 Bim block = 2; RGS4-Gao reg = 100; ABCG2 block = 0; Bim-Bcl-W = 2; ABCB1 block = -0.2; Bim-Bcl-2 = -6; RGS8-Gao reg = 101; RGS7-Gao reg = ?; Bim-Bcl-B = -3

The list continues.
molecule	Bfl-1 Bim block	Bcl-XL Bim block	Mcl-1 Bim block	RGS4-Gao reg	ABCG2 block	Bim-Bcl-W	ABCB1 block	Bim-Bcl-2	RGS8-Gao reg	RGS7-Gao reg	Bim-Bcl-B
O=C(Nc1ccc(-c2nc3ccccc3[nH]2)cc1)c1ccc2c(c1)OCO2	0	0	-1	99	0	-2	-0.1	0	101	100	-1
O=C(CSc1nnc(-c2ccc(Cl)cc2Cl)n1C1CCCCC1)N1CCCC1	0	1	0	99	2	3	1.9	-1	102	98	0
S=c1[nH]nc(-c2cccc(Cl)c2)n1Cc1ccccc1	0	-6	-6	102	4	-4	0.3	1	99	102	-13
CCOc1ccc(NC(=O)CCN2C(=S)NC(C)(C)CC2C)cc1 (stereo unspecified)	-2	-2	1	100	6	-2	0.7	-2	98	100	-2
Cc1cc(NC(=O)c2ccco2)ccc1NC(=O)Cc1cccs1	1	-1	0	101	2	0	0.6	2	100	103	-2
Cc1nn(-c2ccccc2)c(-n2cccc2)c1C(=O)O	-3	-5	-5	104	-1	-5	0.1	-4	102	107	-3
Cn1c(SCC(=O)N(C2CCCCC2)C2CCCCC2)nnc1-c1cccs1	-21	-12	-9	100	33	-5	4.8	-10	101	95	-9
